NCF1 inh = blocks human p47phox regulatory protein of NADPH oxidases. p47phox/p22phox peptide binding, fluorescence polarization, 2 h. actives 0.53% (n = 220,000). AID 1274. inhibition, % at 24.7 µM;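 active means inhibition above about 30%, limit read from the data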;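 further: 0% = p47phox with labelled peptide and 100% = labelled peptide alone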
Target sequence (P14598 whole entry, looked up): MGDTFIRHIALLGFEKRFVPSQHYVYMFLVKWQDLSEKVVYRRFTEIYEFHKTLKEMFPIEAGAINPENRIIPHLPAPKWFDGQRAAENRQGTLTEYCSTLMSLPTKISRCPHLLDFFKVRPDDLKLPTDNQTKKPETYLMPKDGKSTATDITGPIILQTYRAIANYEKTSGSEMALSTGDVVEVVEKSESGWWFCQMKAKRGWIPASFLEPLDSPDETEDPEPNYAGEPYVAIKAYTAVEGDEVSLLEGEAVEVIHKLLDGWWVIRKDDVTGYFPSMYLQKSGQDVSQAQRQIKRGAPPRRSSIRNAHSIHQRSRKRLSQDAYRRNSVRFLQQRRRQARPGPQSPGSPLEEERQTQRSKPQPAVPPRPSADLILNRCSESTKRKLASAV
PPC-1+TRAIL kill = PPC-1 cancer cell killing with TRAIL present. PPC-1 cells + TRAIL, ATPLite viability luminescence. cell killing (% activity), % at 4 µM. actives 0.41% (n = 220,000). AID 1443;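 active means cell killing above 50% in the first pass at 4 µM, then a duplicate retest at 5 µM averaging 50% or more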;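 further: plate controls were cells with TRAIL plus DMSO for no effect and medium-only wells lacking cells for full effect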
TRPML3 agonist = human mucolipin-3 channel agonism; HEK293 TRPML3-YFP, Fluo-8 calcium fluorescence; 100% = the carbachol control signal; activation, % at 3 µM; actives 0.29% (n = 220,000);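 active means activation above its plate's cutoff, the mean activation of the plate's test wells plus 3 SD, cut at about 12% in these data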;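 further: 0% = DMSO only wells and 100% = carbachol wells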
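Material: HEK293 cells stably carrying human TRPML3-YFP; compound dosing: single dose, 3 µM final nominal compound, 0.3% DMSO final; incubation: 1-h 37 °C dye load, 5-s basal, 120-s post-compound reads; technique: Fluo-8 intracellular calcium fluorescence, excitation 470-495 nm, emission 515-575 nm; read-out basis: percent activation from peak-to-basal fluorescence ratio, scaled between DMSO and carbachol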
Runt-SMMHC FRET = Runt domain-CBFb-SMMHC interaction inhibition; inhibition, % at 20 µM; actives 0.74% (n = 220,000); Cerulean-Runt/Venus-CBFb-SMMHC FRET ratio 530/480, 1 h; Q01196+Q13951;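 active means mean inhibition across duplicate retests at 20 µM reaching about 50%, limit read from the data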;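 further: 0% = DMSO wells and 100% = wells with excess untagged CBFb-SMMHC; inhibitors lower the FRET ratio by blocking Runt binding to CBFb-SMMHC; some results filed as inactive read as strong as hits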
TNF necrop inh = blocks TNF-alpha induced death of Jurkat FADD-/- cells; Jurkat FADD-/- TNF necroptosis rescue, ATP luminescence, 24 h; 0 = TNF only, 100 = no-TNF cells; activation (protection from cell death), % at 10 µM; actives 0.068% (n = 220,000);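 active means activation, meaning protection from cell death, of at least 50% relative to plate controls; inactive means activation below 50%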;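 further: necroptosis triggered by 40 ng/mL TNF-alpha added together with compound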
CHOP inhibitor = inhibitors of CHOP induction in ER stress response | CHO-K1 CHOP-promoter luciferase, tunicamycin-induced, 15-18 h | actives 3.8% (n = 220,000) | inhibition, % at 10 µM;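 active means compounds that reduced the stress-induced luciferase reporter signal by more than about 70% of percent inhibition, limit read from the data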;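 further: 0% = tunicamycin plus vehicle and 100% = wells without tunicamycin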
EBV gp42 block = inhibitors of Epstein-Barr virus glycoprotein 42. Q1HVG2. Fluorescence polarization binding assay, mP read-out. inhibition, % (tested at 21.74 µM). actives 0.42% (n = 220,000). AID 1085; in the data active means inhibition above about 50%
Target sequence (Q1HVG2 whole entry, looked up): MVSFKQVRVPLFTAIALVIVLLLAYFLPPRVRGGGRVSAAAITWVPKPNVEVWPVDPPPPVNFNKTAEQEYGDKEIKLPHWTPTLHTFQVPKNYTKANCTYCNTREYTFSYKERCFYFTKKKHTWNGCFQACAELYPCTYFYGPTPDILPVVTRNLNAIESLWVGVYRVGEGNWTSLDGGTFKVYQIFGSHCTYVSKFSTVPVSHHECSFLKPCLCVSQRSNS
TRPN1 ag = activates the zebrafish TRPN1 channel; HEK293 zebrafish TRPN1-YFP, Fluo-8 calcium fluorescence; 100% = response to 87 µM carbachol; activation, % at 3 µM; actives 0.18% (n = 220,000); AID 1424;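 active means activation above its plate's cutoff, the mean activation of test wells on that plate plus 3 SD, cut at about 19% in these data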;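 further: 0% = DMSO alone and 100% = 87 µM carbachol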
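Assay system: Zebrafish TRPN1-YFP in HEK293 cells | Incubation: Dye loading 1 h at 37 °C, then 30 min room temperature | Measured by: Kinetic Fluo-8 fluorescence, ex 470-495, em 515-575 nm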
MDM2 E3 inh = Mdm2 E3 ligase (human) inhibition | Q00987 | cell-based MDM2 ubiquitination luciferase reporter, 2 h; 0 = plate control, 100 = twice control, blank-subtracted | signal enhancement, % at 5 µM | actives 0.11% (n = 210,000);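 active means signal enhancement of 30% or more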;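 further: luminescence tracks abundance of the self-degrading MDM2-luciferase fusion protein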
Target sequence (Q00987 whole entry, looked up, the tested form may be a part): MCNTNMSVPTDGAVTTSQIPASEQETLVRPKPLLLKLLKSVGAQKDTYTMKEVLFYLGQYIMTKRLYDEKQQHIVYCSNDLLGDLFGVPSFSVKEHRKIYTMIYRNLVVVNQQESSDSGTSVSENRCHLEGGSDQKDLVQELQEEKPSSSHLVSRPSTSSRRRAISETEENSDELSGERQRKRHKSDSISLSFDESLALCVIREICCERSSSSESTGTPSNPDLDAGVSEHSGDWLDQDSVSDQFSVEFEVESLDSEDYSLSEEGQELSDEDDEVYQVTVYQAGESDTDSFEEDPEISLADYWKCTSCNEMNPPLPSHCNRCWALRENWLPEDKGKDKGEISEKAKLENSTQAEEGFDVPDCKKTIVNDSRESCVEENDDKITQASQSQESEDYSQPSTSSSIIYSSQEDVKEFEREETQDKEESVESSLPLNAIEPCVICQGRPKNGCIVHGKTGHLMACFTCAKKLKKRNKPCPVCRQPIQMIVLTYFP
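Assay system: stable mammalian line carrying autodegrading MDM2–luciferase fusion reporter; amount: 2000 cells seeded into each well; buffer or medium: DMEM; benchmarks: plate control and blank wells; signal: luciferase luminescence; timing: 2 h compound exposure at 37 °C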
The depositor's hits bear a star; / = no result given; & = joins results of further samples.

The line under a structure holds: NCF1 inh	PPC-1+TRAIL kill	TRPML3 agonist	Runt-SMMHC FRET	TNF necrop inh	CHOP inhibitor	EBV gp42 block	TRPN1 ag	MDM2 E3 inh
> CCC1=C(OC(=O)N(CC)CC)N2C(=O)OC(=NCC3CC3)[C@]2(Cc2ccccc2)[C@H]2C1=CC[C@H]1C(=O)NC(=O)[C@H]12
 : 0	20	/	-4	-1.4	-7	-18	/	-1
> O=C(COc1ccc(Cl)cc1)Nc1nnc(C2=COCCO2)o1
 : -2	4	0.2	1	0.0	22	-9	-0.6	9
> NS(=O)(=O)c1cccc(NC(=O)Nc2ccc(Cl)cc2)c1
 : -21	4	1.7	0	1.2	12	-5	6.9	-20
> CCC(=O)Nc1c(C#N)c2nc3ccccc3nc2n1C1CCCCC1
 : -10	-1	0.1	-26	-3.4	35	-14	-0.1	-5
> COc1cc2c(C(=O)NCCN(C)C)cn(CC(C)C)c(=O)c2cc1OC
 : -7	7	0.7	3	2.6	14	-17	1.2	-8
> Nc1ccc(C(=O)N2CCCC2)cc1
 : 8	31	-0.2	-5	-0.1	9	-13	2.8	-6
> NC(=O)C1=C[C@@H](c2coc3ccccc3c2=O)C[C@@H](OCc2ccc(CO)cc2)O1
 : 1	-6	0.1	4	1.5	32	-12	-1.9	/
> CCN(CC)c1ccc(/C=N/NC(=O)c2cccc(N3CCCC3=O)c2)cc1
 : 7	-11	0.1	-11	0.2	-10	0	-0.5	0
> CC(O)c1cccc(NC2=CC(=O)CC(C)(C)C2)c1 (centres undefined)
 : -3	7	-0.3	8	0.0	2	-12	0.3	-5
> Cc1cc2c3c(c1C)C(=O)C(=O)N3C(C)(C)CC2C (centres undefined)
 : 3	19	-2.2	-2	-0.6	25	-13	-2.9	-3
> CCC(Oc1ccccc1)C(=O)Nc1ccc(-c2nnc(-c3ccco3)o2)cc1 (centres undefined)
 : -45	19	-1.0	-2	0.8	-17	4	-1.9	-8
> COc1ccc(NC(=O)CN(C2CCCCC2)S(C)(=O)=O)cc1OC
 : -5	16	0.5	-2	-0.2	18	-11	0.9	-13
> COc1ccc(C(c2sc3ncnn3c2O)N2CC(C)OC(C)C2)cc1OC (centres undefined)
 : -18	8	0.7	-2	0.1	-6	-22	1.0	-9
> CC(CN1CCOCC1)OC(=O)C1COc2ccccc2O1 (centres undefined)
 : -1	23	-0.4	-2	1.1	-3	-21	1.8	-34
> Cn1c(N)c(Sc2ccc(F)cc2)c(=O)n(C)c1=O
 : -10	16	0.4	0	0.6	7	-16	-0.5	-3

In the list so far, 2 have a Cl atom.
The line under a structure holds: NCF1 inh	PPC-1+TRAIL kill	TRPML3 agonist	Runt-SMMHC FRET	TNF necrop inh	CHOP inhibitor	EBV gp42 block	TRPN1 ag	MDM2 E3 inh
> O=C(COc1ccc(Cl)cc1)Nc1nnc(C2=COCCO2)o1
 : -2	4	0.2	1	0.0	22	-9	-0.6	9
> NS(=O)(=O)c1cccc(NC(=O)Nc2ccc(Cl)cc2)c1
 : -21	4	1.7	0	1.2	12	-5	6.9	-20

Remaining list, next part.
The line under a structure holds: NCF1 inh	PPC-1+TRAIL kill	TRPML3 agonist	Runt-SMMHC FRET	TNF necrop inh	CHOP inhibitor	EBV gp42 block	TRPN1 ag	MDM2 E3 inh
> CCn1c(=O)c(C(=O)Nc2ccccc2C)c(O)c2ccccc21
 : -14	6	0.6	3	-1.5	62	-3	-0.1	4
> C=C1CCN([C@@H](C)C(=O)OCc2ccc(C)cc2)S(=O)(=O)c2ccccc21
 : -8	-8	/	1	1.6	21	-12	/	6
> O=C1CN(C(=O)CSc2nncs2)c2ccccc2N1
 : 4	24	0.7	-3	3.9	1	-8	1.6	-11
> COC(=O)c1cc(Cl)c(NC(=O)/C=C/c2ccc(Cl)cc2Cl)cc1OC
 : -1	14	0.4	-1	-2.6	84*	-18	0.0	10
> Cc1cccc(OCCSc2nc3ncnc(N)c3[nH]2)c1
 : 7	/	1.1	-7	-1.1	-6	3	-1.2	-13
> Cc1ccc(NC(=O)CCC(=O)c2cccs2)cc1
 : -9	2	-0.1	-2	-2.6	-9	-8	-0.7	-9
> Nc1ccc2oc(-c3ccccc3Cl)nc2c1
 : -1	42	-0.3	-2	-1.9	39	9	-1.4	-26
> Cc1ccc(C2(c3noc(CN(C)Cc4ccccn4)n3)CCCC2)cc1
 : -10	-18	-0.1	-2	-0.9	-3	-19	0.3	-2
> O=C(Nc1ccc2c(c1)OCO2)c1ccc2c(c1)OCO2
 : -9	48	0.4	0	-0.1	35	10	-1.1	-42
> c1ccc(-c2nc3ccccc3s2)nc1
 : -5&-1	14&14	-0.3&0.2	-5&-6	-3.7&-1.5	57&6	-4&-6	-0.5&0.2	-45&-28
> C=CCSC1=Nc2sccc2C2=NC(=O)CN12
 : -38	-1	0.4	0	-1.5	-19	0	0.6	-13
> O=C(N[C@@H](c1ccccc1)[C@@H]1C[C@H]1C(=O)NCc1ccccn1)OCc1ccccc1
 : -1	21	0.0	1	0.8	9	0	0.3	/
> O=c1c2ccccc2[nH]c(=S)n1CCN1CCCC1
 : -7	-25	1.6	4	0.5	42	-11	2.7	-1
> Cc1nn(CC(=O)N2N=C(C(F)F)CC2(O)C(F)F)c(C)c1[N+](=O)[O-] (centres undefined)
 : 0	3	0.3	1	1.1	12	-12	0.2	-12
> O=C1NC2(CCCC2)C(=O)N1CCS(=O)(=O)Oc1ccccc1
 : -2	4	1.0	-3	-0.3	5	2	1.7	-10
> O=C(O)c1cnc(-c2ccccc2)nc1Sc1ccc(Cl)cc1
 : -7	0	-0.3	-5	-1.4	30	5	-1.7	-7
> C/C=C\C(=O)Nc1cccc(C2=NOC3(C2)C[C@@H](C(N)=O)N(C(=O)CCCCC)C3)c1 (some centres undefined)
 : -19	-2	/	-1	0.7	6	-18	/	15
> COc1ccc(C(=O)Nc2cc(OC)c(Cl)cc2Cl)cc1
 : 10	3	1.0	-9	-0.4	2	-18	2.0	-3
> Cc1nnc(SCc2cc(=O)oc3cc(O)ccc23)n1Cc1ccccc1
 : -11	0	0.3	127*	2.8	22	-8	-0.3	4
> COc1ccc(C(C(=O)NCC2CCCO2)N(C(=O)CNC(=O)c2cccs2)c2ccccc2)cc1OC (centres undefined)
 : -5	10	1.7	2	-0.6	-17	-12	-0.3	-11
> COC(=O)c1c(NC(=O)CN2CCC(C(N)=O)CC2)c2c(C)cccc2n1C
 : -7	8	0.6	0	0.0	17	-16	-0.6	-10
> O=C(COC(=O)c1cc(-c2ccccn2)nc2ccccc12)Nc1ncc(C(F)(F)F)cc1Cl
 : -24	28	-0.3	-7	1.3	-15	-30	-1.1	/
> COc1ccc(CN(C)CCc2ccccn2)cc1OC
 : -7	16	0.6	1	-0.2	14	1	-1.0	-12
> CC(C)(C)C(=O)N1N=C(c2cccc(NS(C)(=O)=O)c2)CC1c1cccs1 (centres undefined)
 : -9	11	0.0	-5	9.4	23	1	-1.1	10
> CNc1cc([N+](=O)[O-])ccc1N/C=C/C(=O)c1ccc2c(c1)OCO2
 : 16	27	0.4	-11	1.0	23	21	1.4	-2
> Cc1ccc(CN2CCN(CC(=O)NCc3ccc(Cl)cc3)C2=O)cc1
 : -3	5	0.3	1	-1.7	38	-6	-1.1	-18
> COc1ccc(OC)c(C2CC(=O)C3=C(C2)NC(=O)CC3c2ccc(O)c(OC)c2)c1 (centres undefined)
 : -9	21	0.8	1	-3.8	33	-10	1.0	-18
> COc1ccc(C(=O)NC(Nc2ccc(C)cc2)C(Cl)(Cl)Cl)cc1 (centres undefined)
 : -3	-8	0.7	-2	-0.3	57	4	3.5	-10
> COc1cc(NC(=O)Cc2ccccc2)c(C(=O)O)cc1OC
 : 0	10	0.4	0	0.1	-6	-6	0.5	-2
> CC12COC3(P(=O)(c4ccccc4)c4ccccc4)CC1CCC23CP(=O)(c1ccccc1)c1ccccc1 (centres undefined)
 : -16	29	-0.2	-6	-0.5	14	-7	-0.7	-3
> Cn1c(=O)c2c(SCC(=O)N3CCCc4ccccc43)nc(CC(C)(C)C)nc2n(C)c1=O
 : -6	/	0.3	-1	-4.1	84*	-27	1.2	-13
> COc1ccc(C(=O)NCC(=O)OCC(=O)N2CCN(S(=O)(=O)c3ccccc3)CC2)cc1
 : -7	22	0.3	-2	0.7	32	-8	-0.9	0
> CC(C)C[C@H](NC(=O)OC(C)(C)C)c1n[nH]c(=S)n1N
 : -3	18	1.6	5	0.3	12	5	1.8	-5
> Cc1ccc(C)c(/C(O)=C2\C(=O)C(=O)N(CCCn3ccnc3)C2c2cccnc2)c1 (centres undefined)
 : -10	8	-0.3	-9	-0.4	29	-8	1.0	-3
> CC(=O)c1cccc(NC(=O)C2CCN(S(=O)(=O)c3cccs3)CC2)c1
 : -10	-13	2.0	-2	0.4	-4	-7	0.8	-12
> CCOc1cc(CN2CCSCC2)ccc1O
 : 2	8	1.2	1	0.8	23	3	1.1	8
> CCCSC1=C(C#N)C(c2ccc(OC)cc2)C2=C(CC(C)(C)CC2=O)N1 (centres undefined)
 : -13	0	0.2	5	2.5	23	8	1.1	-1
> O=C(O)c1cc(NCc2ccccc2)ccc1N1CCOCC1
 : -17	14	-0.3	2	0.4	33	-13	-0.9	-15
> Cc1ccc(NC(=O)CN2C(=O)NC(C)(CCc3ccccc3)C2=O)cc1 (centres undefined)
 : -14	8	0.8	0	-1.2	4	-6	0.9	-2
> O=C(N/N=C/c1ccco1)c1ccc2nc[nH]c2c1
 : 3	12	1.2	18	0.1	-1	-8	0.4	-15
> CCOc1ccc(CCNS(=O)(=O)c2cccc3nsnc23)cc1OCC
 : -15	18	0.8	-3	-1.6	23	-5	0.5	-5
> Oc1cccc(C(Nc2nccs2)c2ccc3cccnc3c2O)c1 (centres undefined)
 : -6	16	0.8	0	-9.5	67	19	-0.8	-8
> O=C(NC12CC3CC(CC(C3)C1)C2)c1ccc(S(=O)(=O)N2CCOCC2)cc1
 : 8	6	-0.2	-2	-0.6	38	2	-0.6	-8
> c1ccc(CC2CCN(c3nnnn3-c3ccccc3)CC2)cc1
 : -8	-2	-1.0	1	1.1	61	6	-0.8	-6
> COc1cc(S(=O)(=O)Nc2cccc(C(=O)O)c2)c(OC)cc1Cl
 : -4	3	0.7	-6	1.0	-16	-11	2.2	-4
> COC(=O)C(C)Oc1ccc2c(-c3cccc([N+](=O)[O-])c3)cc(=O)oc2c1 (centres undefined)
 : -9	-2	0.1	1	-1.9	29	6	2.6	1
> O=C1[C@@H]2CSCN2C(=O)CN1CCc1cccc(F)c1
 : 5	3	-0.5	5	0.9	9	-9	0.8	-10
> CC(C)C(NC(=O)CSc1ccc(Cl)cc1)C(C)C
 : 0	16	0.3	0	0.0	3	-15	-1.1	-15
> Cc1ccc(-n2c(SCC(=O)Nc3ccc4c(c3)OCCO4)nnc2-c2ccco2)cc1
 : -5	33	-1.3	5	-0.8	17	-1	-1.9	-8
> Cc1csc(=Nc2cccnc2)n1Cc1ccco1
 : -3	-7	-0.1	-2	-0.4	-1	6	-1.1	-7
> Cc1ccccc1Cn1ccc(=NCc2ccccc2)cc1
 : -8	2	1.0	0	0.2	4	-12	0.5	-6
